RGS7-Gao reg – RGS7-Galphao binding modulators, primary screen, biochemical, multiplexed bead flow cytometry; Guanine nucleotide-binding protein G(o) subunit alpha (Homo sapiens), P09471; actives lie on both sides; actives 0.35% (n = 220,000); binding response (% of control), % at 10 µM; in the data active = binding response below about 49% or above about 150%; inconclusive = no clear call, values can overlap the other calls; inactive = in between;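 also: fluorescent Galphao held in activated GDP-AlF4 state binding bead-coupled RGS7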
Target sequence (P09471 whole entry, looked up): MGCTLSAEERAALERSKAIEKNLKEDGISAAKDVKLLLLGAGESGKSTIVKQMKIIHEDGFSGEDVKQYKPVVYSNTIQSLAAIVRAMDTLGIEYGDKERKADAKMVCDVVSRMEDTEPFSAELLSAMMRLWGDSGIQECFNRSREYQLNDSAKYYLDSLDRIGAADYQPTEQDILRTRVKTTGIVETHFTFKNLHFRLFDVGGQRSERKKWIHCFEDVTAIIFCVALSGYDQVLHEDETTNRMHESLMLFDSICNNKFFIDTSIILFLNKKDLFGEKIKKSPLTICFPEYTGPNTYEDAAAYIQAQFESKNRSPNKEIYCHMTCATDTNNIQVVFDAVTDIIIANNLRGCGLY
RGS8-Gao – RGS8-Galphao binding modulators, primary screen, biochemical, multiplexed bead flow cytometry | response (percent of control binding), % at 10 µM | Guanine nucleotide-binding protein G(o) subunit alpha (Homo sapiens), P09471 | actives lie on both sides | actives 0.34% (n = 220,000) | AID 1423, 2008; in the data active = response below about 60% or above about 140%; inactive = in between;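 also: Galphao activated as the GDP aluminium fluoride complex binding bead-coupled RGS8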
RGS4-Gao reg – modulators of RGS4 binding to Galphao, primary screen, biochemical, multiplexed bead flow cytometry. actives lie on both sides. binding response (% of control), % at 10 µM. actives 0.33% (n = 220,000). AID 1415, 2008; in the data active = binding response below about 49% or above about 150%; inactive = in between;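 also: fluorescent Galphao activated with aluminum fluoride binding bead-coupled RGS4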
* marks the source's active call; other numbers are inactive results; ? = inconclusive; · = not tested or not shown.

1) O=c1[nH]c(O)c(/C=C2/C=CC(c3cc(Cl)ccc3Cl)=N2)c(=O)[nH]1
2) C=CCn1c(O)c(C=NCCN2CCOCC2)c(=O)[nH]c1=S
3) C=CCn1c(O)c(C(CC)=Nc2ccc(NC(C)=O)cc2)c(=O)[nH]c1=O
4) Cn1cccc1/C=C1/C(=O)NC(=O)N(Cc2ccc(F)cc2)C1=O
5) c1cc(C2N3CCCN2CC3)ccn1 (stereo unspecified)
6) COc1ccc(CN2C(=O)NC(=O)/C(=C/c3ccoc3)C2=O)cc1
7) CC1(C)C2([N+](=O)[O-])CN3CC1([N+](=O)[O-])CN(C2)C3c1cccnc1 (stereo unspecified)
8) O=c1[nH]c(=O)n(CCc2ccccc2)c(O)c1/C=N/N1CCOCC1

| Compound | 1 | 2 | 3 | 4 | 5 | 6 | 7 | 8 |
| --- | --- | --- | --- | --- | --- | --- | --- | --- |
| RGS8-Gao | 101 | 101 | 101 | 102 | 98 | 98 | 100 | 97 |
| RGS4-Gao reg | 100 | 100 | 103 | 105 | 104 | 92 | 101 | 99 |
| RGS7-Gao reg | ? | ? | ? | ? | ? | · | ? | ? |

9) O=c1[nH]c(=O)n(-c2cccc3ccccc23)c(O)c1/C=N/N1CCCCC1
10) CC(=O)N1N=C(c2c(O)n(C)c(=O)n(C)c2=O)CC1c1ccccc1 (stereo unspecified)
11) O=C(O)c1sc2cc(Cl)ccc2c1Cl
12) O=c1[nH]c(=S)[nH]c(O)c1N=Nc1ccc(SC(F)F)cc1
13) O=c1c2ccccc2nc(Cc2ccccc2)n1-c1ccccc1O
14) CN(C)C(=O)O/N=C(\N)COc1ccc(C(C)(C)C)cc1
15) Cn1cnnc1Sc1cc(N2CCNCC2)ccc1[N+](=O)[O-]
16) CCN(CCO)c1ccc(N=Cc2c(O)n(C)c(=S)[nH]c2=O)cc1

| Compound | 9 | 10 | 11 | 12 | 13 | 14 | 15 | 16 |
| --- | --- | --- | --- | --- | --- | --- | --- | --- |
| RGS8-Gao | 115 | 103 | 105 | 101 | 101 | 103 | 104 | 101 |
| RGS4-Gao reg | 114 | 104 | 108 | 106 | 104 | 103 | 107 | 100 |
| RGS7-Gao reg | ? | ? | ? | ? | ? | ? | ? | ? |

17) COCc1cc(OC(=O)N(C)C)nc2c1c(C)nn2C
18) CCC(=NCc1ccco1)c1c(O)n(-c2ccc(Cl)cc2)c(=O)[nH]c1=O
19) COC(=O)c1ccccc1OP(=O)(c1cccc([N+](=O)[O-])c1)c1cccc([N+](=O)[O-])c1
20) CCN1C(=O)N(CC)C(=O)C2(Cc3ccccc3N3CCN(c4ccccc4)CC32)C1=O (stereo unspecified)
21) COc1ccc(OC)c(-n2c(O)c(C=Nc3c(C)n(C)n(-c4ccccc4)c3=O)c(=O)[nH]c2=S)c1
22) CCN1C(=O)C(=Cc2ccc(N3CCOCC3)o2)C(=O)N(CC)C1=S
23) C/C(=N\N1CCCCCC1)c1c(O)n(-c2ccc(Cl)cc2)c(=O)[nH]c1=O
24) Cc1cccc(-n2c(O)c(C=NCCN3CCCCC3)c(=O)[nH]c2=O)c1

| Compound | 17 | 18 | 19 | 20 | 21 | 22 | 23 | 24 |
| --- | --- | --- | --- | --- | --- | --- | --- | --- |
| RGS8-Gao | 97 | 103 | 96 | 100 | 103 | 96 | 99 | 101 |
| RGS4-Gao reg | 98 | 101 | 86 | 103 | 100 | 101 | 103 | 92 |
| RGS7-Gao reg | ? | ? | · | ? | ? | ? | ? | ? |

25) CN1C(=O)C(=Cc2sc(=O)n(-c3ccccc3)c2N(C)C)C(=O)N(C)C1=O
26) O=c1cccc2n1C[C@H]1C[C@@H]2CN2CCCC[C@@H]12
27) COc1ccc(C(=O)OC2CC[C@@]3(C)C4CCC5[C@]6(O)CC(O)[C@@]7(O)C(CN8CC(C)CCC8[C@@]7(C)O)[C@]6(O)C[C@@]53O[C@]24O)cc1OC (stereo partly specified)
28) COc1ccc(-n2c(SCCN(C)C)nc3ccccc3c2=O)cc1
29) Cc1ccc(-n2c(O)c(C=NCC3CCCO3)c(=O)[nH]c2=O)c(C)c1 (stereo unspecified)
30) CN1C2c3ccccc3C3C4c5ccccc5C(C31)C(C2[N+](=O)[O-])N4C (stereo unspecified)
31) CCC(=NCCc1ccccc1)c1c(O)n(C)c(=O)n(C)c1=O
32) C=CCn1c(O)c(/C(C)=N/N2CCCCCC2)c(=O)[nH]c1=O

| Compound | 25 | 26 | 27 | 28 | 29 | 30 | 31 | 32 |
| --- | --- | --- | --- | --- | --- | --- | --- | --- |
| RGS8-Gao | 97 | 101 | 121 | 100 | 102 | 102 | 102 | 100 |
| RGS4-Gao reg | 100 | 102 | 136 | 77 | 104 | 104 | 102 | 100 |
| RGS7-Gao reg | ? | ? | ? | ? | ? | ? | ? | ? |

33) COC(=O)C(O)(c1ccc(NC(=O)c2cccs2)cc1)C(F)(F)F (stereo unspecified)
34) Cc1ccc(-n2c(O)c(C=NCc3ccccn3)c(=O)[nH]c2=S)cc1
35) Cc1cccc(N2C(=O)NC(=O)/C(=C\c3ccc(N4CCOCC4)cc3)C2=O)c1
36) Cn1cccc1/C=C1/C(=O)NC(=S)N(Cc2ccc(F)cc2)C1=O
37) CN1CCCC(C(O)(c2ccccc2)c2ccccc2)C1 (stereo unspecified)
38) Cn1c(O)c(/C=C2/C=CC=N2)c(=O)[nH]c1=O
39) COc1cc(/C=C2/C(=O)NC(=O)N(c3ccc(C)cc3)C2=O)cc(OC)c1OC
40) CCN1CC2C3CCC(C)(O3)C2C1 (stereo unspecified)

| Compound | 33 | 34 | 35 | 36 | 37 | 38 | 39 | 40 |
| --- | --- | --- | --- | --- | --- | --- | --- | --- |
| RGS8-Gao | 107 | 101 | 96 | 100 | 104 | 100 | 97 | 114 |
| RGS4-Gao reg | 101 | 104 | 94 | 106 | 106 | 106 | 94 | 115 |
| RGS7-Gao reg | ? | ? | ? | ? | ? | ? | ? | ? |

41) O=c1[nH]c(=S)n(Cc2ccc(F)cc2)c(O)c1C=NCc1ccc2c(c1)OCO2
42) CCSC1=NN1c1cc(C)nc(N)n1
43) CC1(CCl)CN1S(=O)(=O)c1ccccc1 (stereo unspecified)
44) CNc1ccc2oc(C[C@H]3O[C@@]4(CC[C@H]3C)O[C@H]([C@H](C)C(=O)c3ccc[nH]3)[C@H](C)C[C@H]4C)nc2c1C(=O)O
45) Cc1ccc(CNC2=NCCS2)cc1
46) CCCCCCC(=O)c1c(O)n(-c2ccc(OC)cc2)c(=O)[nH]c1=O (tested in a mixture with another compound)
47) CC(C)OC1CCCC(O)C1CC(=O)O (stereo unspecified)
48) COc1cc(OC)cc(C2(C#N)CCN(C)CC2)c1

| Compound | 41 | 42 | 43 | 44 | 45 | 46 | 47 | 48 |
| --- | --- | --- | --- | --- | --- | --- | --- | --- |
| RGS8-Gao | 98 | 102 | 100 | 102 | 102 | 101 | 101 | 100 |
| RGS4-Gao reg | 100 | 102 | 87 | 94 | 106 | 100 | 100 | 105 |
| RGS7-Gao reg | ? | ? | ? | ? | ? | ? | ? | ? |

49) CCN(CC)CCN/N=C(\C)c1c(O)[nH]c(=O)[nH]c1=O
50) Cc1ccc(-n2c(O)c(C=N)c(=O)n(-c3ccc(C)cc3)c2=O)cc1
51) CCCCCCNC(=O)N[C@H](Cc1ccc(O)cc1)C(=O)NCCC[C@H]1CN2C(=NC[C@H]2CCC)N1CC1CCC1
52) O=c1[nH]c(=O)n(CCc2ccccc2)c(O)c1C=NC1CC1
53) CCC(=NCc1cc(OC)cc(OC)c1)c1c(O)[nH]c(=O)[nH]c1=O
54) c1cnc2c(c1)ccc1ncccc12
55) CNC(=O)Oc1cccc2ccccc12
56) CCCCCCCCN=Cc1c(O)[nH]c(=O)[nH]c1=O

| Compound | 49 | 50 | 51 | 52 | 53 | 54 | 55 | 56 |
| --- | --- | --- | --- | --- | --- | --- | --- | --- |
| RGS8-Gao | 99 | 99 | 80 | 97 | 100 | 102 | 100 | 102 |
| RGS4-Gao reg | 93 | 98 | 97 | 97 | 93 | 100 | 104 | 105 |
| RGS7-Gao reg | ? | ? | ? | ? | ? | ? | ? | ? |

Given with bars between the fields: entries from further up.
entry | compound | RGS8-Gao | RGS4-Gao reg | RGS7-Gao reg
38 | Cn1c(O)c(/C=C2/C=CC=N2)c(=O)[nH]c1=O | 100 | 106 | ?
39 | COc1cc(/C=C2/C(=O)NC(=O)N(c3ccc(C)cc3)C2=O)cc(OC)c1OC | 97 | 94 | ?
40 | CCN1CC2C3CCC(C)(O3)C2C1 (stereo unspecified) | 114 | 115 | ?
41 | O=c1[nH]c(=S)n(Cc2ccc(F)cc2)c(O)c1C=NCc1ccc2c(c1)OCO2 | 98 | 100 | ?
42 | CCSC1=NN1c1cc(C)nc(N)n1 | 102 | 102 | ?
43 | CC1(CCl)CN1S(=O)(=O)c1ccccc1 (stereo unspecified) | 100 | 87 | ?
44 | CNc1ccc2oc(C[C@H]3O[C@@]4(CC[C@H]3C)O[C@H]([C@H](C)C(=O)c3ccc[nH]3)[C@H](C)C[C@H]4C)nc2c1C(=O)O | 102 | 94 | ?
45 | Cc1ccc(CNC2=NCCS2)cc1 | 102 | 106 | ?
46 | CCCCCCC(=O)c1c(O)n(-c2ccc(OC)cc2)c(=O)[nH]c1=O (tested in a mixture with another compound) | 101 | 100 | ?
47 | CC(C)OC1CCCC(O)C1CC(=O)O (stereo unspecified) | 101 | 100 | ?
48 | COc1cc(OC)cc(C2(C#N)CCN(C)CC2)c1 | 100 | 105 | ?
49 | CCN(CC)CCN/N=C(\C)c1c(O)[nH]c(=O)[nH]c1=O | 99 | 93 | ?
50 | Cc1ccc(-n2c(O)c(C=N)c(=O)n(-c3ccc(C)cc3)c2=O)cc1 | 99 | 98 | ?
51 | CCCCCCNC(=O)N[C@H](Cc1ccc(O)cc1)C(=O)NCCC[C@H]1CN2C(=NC[C@H]2CCC)N1CC1CCC1 | 80 | 97 | ?
52 | O=c1[nH]c(=O)n(CCc2ccccc2)c(O)c1C=NC1CC1 | 97 | 97 | ?
53 | CCC(=NCc1cc(OC)cc(OC)c1)c1c(O)[nH]c(=O)[nH]c1=O | 100 | 93 | ?
54 | c1cnc2c(c1)ccc1ncccc12 | 102 | 100 | ?
55 | CNC(=O)Oc1cccc2ccccc12 | 100 | 104 | ?
56 | CCCCCCCCN=Cc1c(O)[nH]c(=O)[nH]c1=O | 102 | 105 | ?

Further records.
57) Cn1c(O)c(C2=NNC(c3ccc(Cl)cc3)C2)c(=O)n(C)c1=O (stereo unspecified)
58) CC12CC[C@H]3[C@@H](CCC4(O)C[C@H](O)CCC34/C=N/NC(=O)c3ccccc3Cl)C1(O)CCC2C1=CC(=O)OC1 (stereo partly specified)
59) CCCn1cc2c3c(cccc31)C1CC(C)CN(C)C1C2 (stereo unspecified)
60) C/C=C(\C)C(=O)OC1C(C)=C2C(C1OC(=O)CCCCC)C(C)(OC(C)=O)CC(OC(=O)CCC)C1(O)C2OC(=O)C1(C)O (stereo unspecified)
61) CN1C(=O)NC(=O)/C(=C/c2ccc(C(=O)O)cc2)C1=O
62) O=C1Nc2ccccc2/C1=C/c1nc2ccccc2c(=O)n1-c1ccc(O)cc1
63) CC(C)CNP(=S)(c1ccccc1)C(C)(C)C (stereo unspecified)
64) CCCCCCC(=O)N/N=C/c1c(O)n(CCCC)c(=S)[nH]c1=O

| Compound | 57 | 58 | 59 | 60 | 61 | 62 | 63 | 64 |
| --- | --- | --- | --- | --- | --- | --- | --- | --- |
| RGS8-Gao | 104 | 99 | 101 | 96 | 95 | 100 | 89 | 106 |
| RGS4-Gao reg | 108 | 95 | 102 | 97 | 91 | 99 | 86 | 110 |
| RGS7-Gao reg | ? | ? | ? | ? | ? | ? | ? | ? |

65) N#C/C(=C(/O)c1ccc(S(=O)(=O)N(CCCl)CCCl)cc1)c1nc2ccccc2[nH]1
66) N#CC(c1ccccc1)N1CCOCC1 (stereo unspecified)
67) C/C(=N\NC(=O)c1ccncc1)c1c(O)n(Cc2ccccc2)c(=O)[nH]c1=O
68) O=C(C[N+]12CCC(CC1)C(C(O)(c1ccccc1)c1ccccc1)C2)c1ccc(Br)cc1 (stereo unspecified)
69) COc1ccc(C(=O)O/N=C(/C(N)=O)P(=O)(OC(C)C)OC(C)C)cc1
70) CP(=O)(Nc1ccc(Cl)cc1)c1nc2c(s1)CCCC2 (stereo unspecified)
71) O=[N+]([O-])c1cc(F)c(N2CCCCC2)cc1Br
72) Cc1nc2ccccc2c(=O)n1-c1ccncc1
73) CC1CCC(C(C)C)C(OC(=O)Cn2c(COc3ccccc3)[n+](C)c3ccccc32)C1 (stereo unspecified)

| Compound | 65 | 66 | 67 | 68 | 69 | 70 | 71 | 72 | 73 |
| --- | --- | --- | --- | --- | --- | --- | --- | --- | --- |
| RGS8-Gao | 99 | 98 | 91 | 100 | 103 | 100 | 100 | 102 | 103 |
| RGS4-Gao reg | 99 | 91 | 76 | 106 | 99 | 107 | 104 | 100 | 102 |
| RGS7-Gao reg | ? | ? | ? | ? | ? | ? | ? | ? | ? |

Some of the compounds tested; the hit share may differ from the screen's.
